Assay outcomes from PubChem BioAssay.
SKBR3 24h inh = SK-BR-3 proliferation inhibitors; viability, % at 10 µM; SK-BR-3 viability, CellTiter-Glo ATP luminescence, 24 h; stronger effect = lower value; actives 0.47% (n = 41,000); AID 847;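 active = viability at or below the median of all test compounds minus 3 SD, in both replicates if run twice, cut at about 45% in these data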;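 also: 100% = median untreated cell wells and 0% = median positive control drug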
Starred values were filed as active, the others as inactive. The list is partial; count on the stated rates, not on these rows.

entry	molecule	SKBR3 24h inh
1	CCOC(=O)N(CC)c1ccc(C(O)(C(=O)OCC)C(F)(F)F)cc1 (configuration not stated)	80.9
2	O=c1[nH]c(=O)n(Cc2ccco2)c(O)c1C=NCCN1CCOCC1	76.2
3	CC(=O)Nc1ccccc1OP1(=O)COc2ccccc2OC1	111.1
4	O=C1CC(c2ccccc2)CC(O)=C1C=NCCN1CCN(C(=O)Cc2ccccc2)CC1 (configuration not stated)	95.7
5	O=c1cccc2n1CC1CC2CN(c2ncnc3c2cnn3-c2ccc(Cl)cc2)C1 (configuration not stated)	73.2
6	CC(C)Oc1ccc(Cc2c(O)[nH]c(=O)[nH]c2=O)cc1	89.7
7	CN1CCC(N2CC3CC(C2)c2cccc(=O)n2C3)CC1 (configuration not stated)	116.1
8	O=C1NC(=O)C2(Cc3ccccc3N3CCCC32)C(=O)N1c1cccc(Cl)c1 (configuration not stated)	90.4
9	CN1C(=O)C(Cc2cccs2)C(=O)N(C)C1=O	83.4
10	CN(C)P1(N(C)C)=Nc2c(c(N)nn2C)C(c2ccccc2)=N1	109.0
11	CC(C)(C)c1nc(N2CCN(C(=O)c3ccco3)CC2)c2nnn(Cc3ccccc3Cl)c2n1	115.7
12	CCC(=NCCCN(CC)CC)c1c(O)n(-c2ccccc2)c(=O)[nH]c1=O	95.6
13	Cc1cc(S(=O)(=O)NCc2ccccc2)ccc1OCC(=O)N1CCN(C)CC1	100.4
14	COc1ccc(C(=O)N2CCOCC2)cc1S(=O)(=O)N1CCC(C)CC1	104.2
15	Cc1cc(S(=O)(=O)NCC(C)C)ccc1OCC(=O)N1CCN(Cc2ccccc2)CC1	84.2
16	CCOc1ccc(-n2c(O)c(C=NCCN3CCNCC3)c(=O)[nH]c2=O)cc1	88.2
17	CCC(COC(=O)c1cc(OC)c(OC)c(OC)c1)(c1ccccc1)N(C)C (configuration not stated)	89.6
18	Cc1cc(CN(C)C)c(OC(=O)N(C)C)cc1C	100.5
19	O=C(Cc1cccs1)N1CCC2(CC1)OCCO2	80.5
20	O=C(Cn1cc(C(=O)c2ccccc2)c2ccccc21)NCc1ccco1	82.1
21	CC(=C1C(=O)c2ccccc2C1=O)N1CCN(CCN=Cc2c(O)n(C)c(=O)n(C)c2=O)CC1	123.8
22	CCOC(=O)CC1=C(C(=O)OCC)C2(C(=O)N1)C(C(=O)OC)=C(N)Oc1ccccc12 (configuration not stated)	92.0
23	CCC(=NCc1ccc2c(c1)OCO2)c1c(O)n(C)c(=O)n(C)c1=O	81.3
24	COC(=O)C1C2c3ccccc3OC1(C)N=c1s/c(=C/c3cn(C)nc3C)c(=O)n12 (configuration not stated)	79.5
25	c1ccc2c3c([nH]c2c1)CNCC3	106.6
26	COC(=O)CC1NC2CCCCC2NC1=O (configuration not stated)	89.0
27	NC(=O)CN1C2CCC1CC(NC(=O)C1CC1)C2 (configuration not stated)	82.0
28	CCCCn1c(O)c(C(C)=NC(C)c2ccccc2)c(=O)[nH]c1=O (configuration not stated)	88.7
29	ClC1=CCC2CN(CCN3CCCCC3)CC2C1 (configuration not stated)	93.1
30	CCCCn1c(O)c(C=NC2CC3CCC2(C)C3(C)C)c(=O)[nH]c1=O (configuration not stated)	96.1
31	O[C@H]1C2CCC1C(N1CCCCC1)CC2 (some centres not stated)	116.0
32	CCCN1CCC2(CC1)NC(CO)(CO)CO2	89.3
33	CCCCCCOc1ccc(CN2CCN(C)CC2)cc1	75.5
34	CC(=O)Nc1ccc(OC(=O)N(C)C)cc1	73.0
35	Cc1nc2cc(F)ccc2n1C1CCN(Cc2nnnn2CCc2ccccc2)CC1	75.9
36	CCOC(=O)c1cc2c(cn1)[nH]c1ccccc12	95.3
37	CCOC(=O)CCN=Cc1c(O)n(-c2ccc(Br)cc2)c(=O)[nH]c1=O	96.3
38	CCCC(=O)OCC[N+](C)(C)C	79.2
39	CN1CCN(c2c[nH]c(=O)[nH]c2=O)CC1	95.2
40	C=CCn1c(O)c(C(CC)=NCc2cc(OC)cc(OC)c2)c(=O)[nH]c1=O	34.3*
41	COc1ccc(OC)c(-n2c(O)c(C=NCc3ccc4c(c3)OCO4)c(=O)[nH]c2=O)c1	85.3
42	COc1ccc(-n2c(C)nc3cc(C(=O)N4CCC5(CC4)OCCO5)ccc32)cc1	94.8
43	NCCCP(=O)(O)CCc1ccccc1	92.5
44	O=C1NC(=O)C2(Cc3ccccc3N3CCCC32)C(=O)N1Cc1ccccc1 (configuration not stated)	75.0
45	CCOc1ccc(-n2c(O)c(C=Nc3ccc(N(CC)CC)cc3)c(=O)[nH]c2=O)cc1	83.7
46	CCOC(=O)c1ccc(NC(=O)c2c(O)[nH]c(=O)[nH]c2=O)cc1	103.1
47	COC(=O)C1=C(N)OC(C)=C(C(C)=O)C12C(=O)N(C)c1ccccc12 (configuration not stated)	94.0
48	Cn1c(=O)cc(SCC(=O)N2CCC3(CC2)OCCO3)c2ccccc21	84.0
49	CN(C)CCOC(=O)c1cn(Cc2ccccc2)c2ccccc12	80.9
50	Cc1ccc(-n2c(O)c(C=NCc3cccnc3)c(=O)[nH]c2=O)cc1C	81.7

Overlap with the part before: 5 compounds, then new ones.
entry	molecule	SKBR3 24h inh
46	CCOC(=O)c1ccc(NC(=O)c2c(O)[nH]c(=O)[nH]c2=O)cc1	103.1
47	COC(=O)C1=C(N)OC(C)=C(C(C)=O)C12C(=O)N(C)c1ccccc12 (configuration not stated)	94.0
48	Cn1c(=O)cc(SCC(=O)N2CCC3(CC2)OCCO3)c2ccccc21	84.0
49	CN(C)CCOC(=O)c1cn(Cc2ccccc2)c2ccccc12	80.9
50	Cc1ccc(-n2c(O)c(C=NCc3cccnc3)c(=O)[nH]c2=O)cc1C	81.7
51	CCOC(C(=O)OCC(O)CN(CC)CC)(c1ccccc1)c1ccccc1 (configuration not stated)	79.0
52	CCN1CCN(C(=O)Cc2coc3cc(C)cc(C)c23)CC1	100.3
53	CCOC(=O)c1c(C)c(P(=S)(N2CCOCC2)N2CCOCC2)n(C)c1C	80.4
54	O=C1NC(=O)[C@]2(Cc3ccccc3N3CCN(c4ccccc4)CC32)C(=O)N1c1ccccc1 (some centres not stated)	81.4
55	COC(=O)C(O)(c1ccc(N(C)S(=O)(=O)c2ccccc2)cc1)C(F)(F)F (configuration not stated)	109.0
56	Nc1ccc(C2(c3ccc(N)cc3)CN3CCC2CC3)cc1	104.9
57	CCOC(=O)C1(c2ccccc2)CCN(Cc2cccc(C(=O)O)c2)CC1	97.9
58	CCCCCCn1c(O)c(C(C)=NC)c(=O)[nH]c1=O	100.5
59	c1ccc(C(OCCN2CCNCC2)c2ccccc2)cc1	92.6
60	O=C1CN(C(=O)CN2CCCCC2)C(c2ccccc2)c2cc(Br)ccc2N1 (configuration not stated)	91.7
61	COc1ccc(CCNC(=O)c2c(N)n(CCN3CCOCC3)c3nc4ccccc4nc23)cc1	120.1
62	C[C@@]1(CO)[C@H](O)CC[C@@]2(C)[C@H]1CC[C@H]1C[C@@H]3C[C@@]12CC[C@]3(O)CO	125.8
63	CC(c1ccccc1F)n1cc(C(=O)Nc2ccc3nc[nH]c3c2)nn1 (configuration not stated)	99.3
64	C=CCn1c(O)c(C(CC)=Nc2cc(OC)ccc2OC)c(=O)[nH]c1=O	58.4
65	COC(=O)N(c1ccccc1)P1(=S)OCCO1	98.2
66	CCCCCCn1c(O)c(C=Nc2c(C)n(C)n(-c3ccccc3)c2=O)c(=O)[nH]c1=O	85.5
67	CC1=CC(=C2C(=O)NC(=O)NC2=O)C=C(C(F)(F)F)N1C(C)C	90.5
68	O=C(Cc1ccccc1)N1CCN(Cc2ccccn2)CC1	85.0
69	CCC(=NCC1CCCO1)c1c(O)n(Cc2ccccc2)c(=O)[nH]c1=O (configuration not stated)	99.4
70	CCCCn1c(=O)c(C(=O)Nc2nc3ccccc3[nH]2)c(O)c2ccccc21	110.1
71	CCCCC12CNCC(C)(CNC1)C2=O	102.8
72	CC(=O)c1c(O)n(C)c(=S)n(-c2ccccc2)c1=O	85.6
73	OCc1cnc[nH]1	89.7
74	CCOP(=O)(C#CC(C)(C)C)C(C)(O)c1ccccc1 (configuration not stated)	88.2
75	CC(C)C1(C)N=C(c2nc3ccccc3cc2C(=O)O)NC1=O (configuration not stated)	107.3
76	C(#CCN1CCOCC1)COCc1ccccc1	95.9
77	O=C1C2CCCN2C(c2cccc(Cl)c2)N1c1ccccn1 (configuration not stated)	94.1
78	C=CCn1c(O)c(C(C)=NC2CC2)c(=O)[nH]c1=O	99.0
79	Cc1ccc(S(=O)(=O)N2CN3CCN(C3)C2)cc1	90.6
80	CCc1ccccc1NC(=O)CSc1nnc([C@@H](N)Cc2c[nH]c3ccccc23)o1	77.7
81	Cc1ccccc1CS(=O)(=O)Cc1ccc(C(=O)N2CCC3(CC2)OCCO3)o1	74.7
82	C=CCC1(CN2CCCCCC2=O)C(=O)NC(=O)NC1=O	104.4
83	CCCCn1c(O)c(C=NCCN2CCCCC2)c(=O)[nH]c1=O	91.0
84	CCC(=Nc1ccc(OC)cc1OC)c1c(O)n(C)c(=O)n(C)c1=O	81.7
85	O=c1cccc2n1CC1CC2CN(Cc2c(Cl)cccc2Cl)C1 (configuration not stated)	108.9
86	COC(=O)CC1=C(C(=O)OC)C2(C(=O)Nc3c(C)cccc32)C(C#N)=C(N)O1 (configuration not stated)	91.3
87	Fc1ccc(N2CCN(Cc3ccc4c(c3)OCO4)CC2)cc1	78.0
88	c1ccc2c(c1)[nH]c1cnccc12	94.8
89	NC(=O)Nc1cccc(C(F)(F)F)c1	90.3
90	COC(=O)c1cncn1C(C)c1ccccc1 (configuration not stated)	88.6
91	CC(=NCc1ccco1)c1c(O)n(C)c(=O)n(C)c1=O	105.9
92	CN(C)C(=O)Nc1cccc(OC(=O)N(C)C)c1	98.0
93	O=S(=O)(c1ccc(Cl)cc1)N1CN2CCN(C2)C1	99.9
94	O=c1[nH]c(=O)n(CCc2ccccc2)c(O)c1C=NCCCn1ccnc1	103.7
95	O=C(O)C1CN2CCC1CC2 (configuration not stated)	93.8
96	CCC(=NCCC1=CCCCC1)c1c(O)[nH]c(=O)[nH]c1=O	110.1
97	O=C(COc1ccccc1)N1CCN(C/C=C/c2ccccc2)CC1	89.3
98	C(=NC12CN3CN(CN(C3)C1)C2)c1cccnc1	79.6
99	COc1ccc(-n2c(O)c(C(C)=NC3CC3)c(=O)[nH]c2=O)cc1	103.1
100	O=C1C2CCCN2C(c2ccccc2)N1c1ccccn1 (configuration not stated)	84.4

Individual results from above.
Reading of C[C@@]1(CO)[C@H](O)CC[C@@]2(C)[C@H]1CC[C@H]1C[C@@H]3C[C@@]12CC[C@]3(O)CO in SKBR3 24h inh: 125.8
Reading of CCCC(=O)OCC[N+](C)(C)C in SKBR3 24h inh: 79.2
Reading of Nc1ccc(C2(c3ccc(N)cc3)CN3CCC2CC3)cc1 in SKBR3 24h inh: 104.9
Reading of O=C(Cc1cccs1)N1CCC2(CC1)OCCO2 in SKBR3 24h inh: 80.5

A different layout for part of the listing above:
86: COC(=O)CC1=C(C(=O)OC)C2(C(=O)Nc3c(C)cccc32)C(C#N)=C(N)O1 (configuration not stated)
  SKBR3 24h inh: 91.3
87: Fc1ccc(N2CCN(Cc3ccc4c(c3)OCO4)CC2)cc1
  SKBR3 24h inh: 78.0

Additional compounds.
entry	molecule	SKBR3 24h inh
101	O=C1NC(=O)C2(Cc3ccccc3N3CCCC32)C(=O)N1c1ccccc1 (configuration not stated)	101.0
102	O=c1c2ccccc2nc(N2CCCC2)n1-c1ccc(Cl)cc1	73.6
103	COCCOC(=O)c1c(N)n(Cc2ccccc2)c2nc3ccccc3nc12	72.5
104	CCCCn1c(O)c(C(C)=Nc2c(C)n(C)n(-c3ccccc3)c2=O)c(=O)[nH]c1=O	92.2
105	COc1ccc(CN2C(=O)CC(=O)NC2=O)cc1	86.9
106	Cc1ccc(NC(=O)CSc2nnc([C@@H](N)Cc3c[nH]c4ccccc34)o2)c(C)c1	66.7
107	CCN(CC)c1ccc(N=Cc2c(O)n(-c3ccccc3C)c(=O)[nH]c2=O)cc1	120.5
108	CCOC(=O)C1SC2(C(F)F)CC1(O)c1c(c(OC)c3occc3c1OC)O2 (configuration not stated)	134.6
109	NCC1(c2ccc3c(c2)OCCO3)CCCC1	89.3
110	Cc1nc2cc(C(=O)N3CCC4(CC3)OCCO4)ccc2n1-c1cccc(F)c1	91.0
111	Cc1ccc2c(c1)CC1(CN2C)C(=O)NC(=O)N(c2ccccc2C)C1=O (configuration not stated)	119.5
112	CC1(O)C[C@]2(C)N(O)C3CCCC[C@@H]3N2O1 (some centres not stated)	124.6
113	CN(C)C(=O)CSc1nnc([C@@H](N)Cc2ccccc2)o1	92.7
114	CCCn1ncc(C(=O)O)c1C	90.1
115	Cc1oc(C(=O)Nc2ccc(O)cc2)cc1COc1ccccc1	104.2
116	C#CCN1C(=O)C2(C(C#N)=C(N)OC(C)=C2C(=O)OCc2ccccc2)c2ccccc21 (configuration not stated)	116.5
117	O=C(O)C1(c2ccc(Cl)cc2)CCC1	88.6
118	COCCn1cc(C(=O)N2CCC3(CC2)OCCO3)c2c3ccccc3n(C)c2c1=O	70.3
119	CCCCCn1c(=O)c(C(=O)NCc2ccncc2)c(O)c2ccccc21	103.1
120	COc1ccc(N2CCN(C(CNC(=O)Oc3ccccc3)c3cccnc3)CC2)cc1 (configuration not stated)	86.5
121	CCCCCCN=C(CC)c1c(O)n(CCCC)c(=O)[nH]c1=O	90.7
122	CCC(=NCc1ccco1)c1c(O)n(Cc2ccccc2)c(=O)[nH]c1=O	89.1
123	O=C1C2CCN(CC2)[C@@H]1Cc1ccc2ccccc2c1O	83.8
124	CCCCNC(=O)Nc1ccc(C(O)(C(=O)OCC)C(F)(F)F)cc1 (configuration not stated)	111.9
125	CN(C)c1cc(N)c2c(n1)CCC2 (tested in a mixture with another compound)	83.0
126	CC(=O)N1CCN(c2ccc(N=Cc3c(O)n(-c4ccc(Cl)cc4)c(=O)[nH]c3=O)cc2)CC1	88.1
127	CCN(CC)c1ccc(N=Cc2c(O)n(-c3cc(OC)ccc3OC)c(=O)[nH]c2=O)cc1	80.8
128	CC(=Nc1ccc2c(c1)CCC2)c1c(O)n(C2CCCCC2)c(=O)[nH]c1=O	85.6
